Screens deposited in PubChem BioAssay by National Center for Advancing Translational Sciences (NCATS).
TRHR PAM: allosteric enhancers of human TRH receptor; TRHR cells, fluo-8 calcium fluorescence, EC20 TRH enhancement; P34981; 360,000 tested, 0.66% active; enhancement, % at 2 µM; in the data active = enhancement above about 30%; note: 0% is about no effect
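TRHR-expressing cells loaded with fluo-8 calcium dye were read kinetically (ex 480/em 530) during compound addition, then stimulated with an EC20 of TRH (10 nM final). Enhancement of the Gq-mediated intracellular calcium response was scored.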
D2 PAM: positive allosteric modulators of human D2 dopamine receptor; 340,000 tested, 0.34% active; P14416; HEK293 T-REx D2, calcium flux, EC20 dopamine potentiation; potentiation, % at 10 µM;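 active = potentiation over 3 SD above the plate norm, cut at about 30% in these data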; note: 0% is about no effect
Target sequence (P14416 whole entry, looked up): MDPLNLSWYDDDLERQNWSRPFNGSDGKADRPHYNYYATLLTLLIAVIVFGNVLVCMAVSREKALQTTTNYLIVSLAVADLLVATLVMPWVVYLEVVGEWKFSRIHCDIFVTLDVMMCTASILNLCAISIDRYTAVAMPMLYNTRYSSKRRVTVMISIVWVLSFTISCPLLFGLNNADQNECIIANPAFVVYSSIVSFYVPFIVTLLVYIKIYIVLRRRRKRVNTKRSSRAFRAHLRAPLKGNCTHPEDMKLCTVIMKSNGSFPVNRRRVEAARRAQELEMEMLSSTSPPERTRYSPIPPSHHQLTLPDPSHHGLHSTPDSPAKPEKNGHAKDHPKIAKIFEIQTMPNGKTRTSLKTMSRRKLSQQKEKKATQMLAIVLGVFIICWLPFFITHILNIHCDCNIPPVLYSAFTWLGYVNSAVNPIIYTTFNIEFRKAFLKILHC
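Tetracycline-induced HEK293 T-REx cells force-coupled to calcium signalling expressed D2; compounds were pin-added after a 10 s baseline, read kinetically 180 s, then an EC20 dopamine challenge followed with a further 180 s calcium read.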
D1 agonist: agonists of human D1 dopamine receptor. HEK293 T-REx D1 cells, calcium flux, agonist mode. activation, % at 2 µM. 360,000 tested, 1% active. AID 504660; in the data active = activation above about 30%; note: 0% is about no effect
Target sequence (P21728 whole entry, looked up): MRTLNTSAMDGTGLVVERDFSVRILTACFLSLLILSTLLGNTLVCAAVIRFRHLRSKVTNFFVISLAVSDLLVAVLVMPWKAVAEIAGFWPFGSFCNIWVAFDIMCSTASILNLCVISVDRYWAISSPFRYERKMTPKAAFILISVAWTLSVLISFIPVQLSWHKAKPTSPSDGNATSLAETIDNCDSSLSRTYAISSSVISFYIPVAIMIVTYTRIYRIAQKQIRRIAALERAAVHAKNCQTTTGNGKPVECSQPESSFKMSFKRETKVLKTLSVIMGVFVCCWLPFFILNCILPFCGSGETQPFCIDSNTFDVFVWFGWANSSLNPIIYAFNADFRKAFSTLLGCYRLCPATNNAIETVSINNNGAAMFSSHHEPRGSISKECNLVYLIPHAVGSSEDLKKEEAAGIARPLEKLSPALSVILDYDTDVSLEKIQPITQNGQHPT
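Tetracycline-induced HEK293 TREx D1 cells, force-coupled to calcium signalling, were dye-loaded with a no-wash calcium kit. Compound was pin-added after a 10 s baseline. Fluorescence was read kinetically at 1 cycle/s for 180 s, with calcium rises flagged as agonism.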
RXFP1 ag: activates the human relaxin receptor RXFP1; HEK293T-RXFP1 cAMP TR-FRET, 30 min; response scale: percent of porcine relaxin response, buffer zero; Potency, µM (top dose mostly 57.5 µM), for inactives: top-dose activation, actives largely listed as activators; 370,000 tested, 0.3% active; AID 2676; note: potency is the fitted concentration of half-maximal effect; % is set by controls: 0 for no effect and ±100 for the full control effect; nearly all actives have a fitted effect of over 60% in size; many of its hits are not listed in these tables
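cAMP rise read by TR-FRET after 30 min, 37C compound exposure (up to 58 uM) in RXFP1-transfected HEK293 cells with Ro 20174 present. EC50 from Hill-equation fits, with 29 nM porcine relaxin as 100% and buffer as basal.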
D1 antagonist: blocks dopamine activation of the human D1 receptor. activity change, negative = inhibition, % at 10 µM. 360,000 tested, 3.2% active. P21728. HEK293 TREx D1 cells, calcium flux, dopamine EC80; hits give low values; in the data active = activity change below about -30%; note: % is set by controls: 0 for no effect and ±100 for the full control effect
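Tetracycline-induced HEK293 T-REx cells with force-coupled D1 receptor were loaded with a no-wash calcium dye. Compound was added after a 10 s baseline and read kinetically for 180 s; EC80 dopamine was then added and calcium flux followed another 180 s.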
D1 potentiator: potentiators of human D1 dopamine receptor; P21728; HEK293 TREx D1 cells, calcium flux, dopamine EC20 potentiation; potentiation, % at 10 µM; 360,000 tested, 0.036% active; in the data active = potentiation above about 30%; note: 0% is about no effect
RXFP1 antagonist: antagonists of human relaxin receptor RXFP1 | Q9HBX9 | HEK293-RXFP1, relaxin-stimulated cAMP HTRF, 30 min; hits give low values | activity change, negative = inhibition, % at 57.5 µM | 350,000 tested, 0.59% active | AID 1259400;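 active = activity change of -60% or lower, but not beyond a set lower limit; inconclusive = change between -60% and -40%, or beyond the set limit; inactive = change above -40%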; note: % is set by controls: 0 for no effect and ±100 for the full control effect
TRHR ag: TRH receptor (human) agonism. activation, % at 2 µM. P34981. 360,000 tested, 0.18% active. TRHR cells, calcium flux fluo-8, FDSS agonist mode; in the data active = activation above about 30%; note: 0% is about no effect
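Fluo-8-loaded TRHR cells; 10 s baseline, compound added, kinetic Ca2+ fluorescence read 1/s, agonist mode.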
Anesthetic bind: candidate novel general anesthetic via apoferritin binding; P02791; apoferritin/1-aminoanthracene competitive binding, fluorescence; Potency, µM (series often up to 77.5 µM), without a hit: top-dose activity change, negative = displacement, usual class: inhibitors; 350,000 tested, 0.074% active; AID 485281; note: potency is the fitted concentration of half-maximal effect; % is set by controls: 0 for no effect and ±100 for the full control effect; nearly all actives have a fitted effect of over 20% in size
Target sequence (P02791 2-175 limits assumed): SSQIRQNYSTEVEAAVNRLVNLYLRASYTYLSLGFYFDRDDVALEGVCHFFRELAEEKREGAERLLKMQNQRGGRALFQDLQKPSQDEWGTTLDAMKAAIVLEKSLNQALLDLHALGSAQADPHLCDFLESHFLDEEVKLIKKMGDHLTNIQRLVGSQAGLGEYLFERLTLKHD
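Horse-spleen apoferritin (10 uM) in 50% saturated 1-aminoanthracene in PBS was incubated 10 min at room temperature with compound. Fluorescence (ex 380, em 535 nm) was normalized to free and bound 1-AMA, with concentration-response fitted by a four-parameter Hill equation.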
* hit, by the source's call; ? = inconclusive; . = no result given. Unless noted, calls come from the whole dose curve; as a rule, active = well fitted curve in the direction sought with a large enough effect; inconclusive = small, poorly fitted or top-dose-only effect, or another doubt; inactive = no such curve, though single readings can be large; an effect the other way counts as inactive or inconclusive. Not all compounds are listed. The share of hits here may be higher or lower than overall.

Molecule	TRHR PAM	D2 PAM	D1 agonist	RXFP1 ag	D1 antagonist	D1 potentiator	RXFP1 antagonist	TRHR ag	Anesthetic bind
CC1CCCN(CCCNC(=O)c2ccc(CS(=O)(=O)Cc3cccc(Cl)c3)o2)C1 (stereo not given)	-3	-12	0	1.1%	31	6	12	0.0	-7%
CCOC(=O)c1ccc(NC(=O)CN2C(=O)C(CC)SC(CC)C2=O)cc1 (stereo not given)	8	6	3	-3.2%	4	1	-13	-1.0	-4%
COc1ccc(CCN(C)C(=O)c2ccc(COc3ccccc3)o2)cc1OC	5	-7	4	-0.7%	-2	5	-5	1.3	-8%
CCOc1ccc(-n2c(SCC(=O)OC)nc3sc4c(c3c2=O)CCN(C)C4)cc1	11	8	0	5.3%	1	0	8	-1.4	-17%
CC1CCN(C(=O)Cn2c3ccccc3c3nc4n(c(=O)c32)CCS4)CC1	6	13	1	2.3%	-4	7	-5	-0.7	-5%
O=S(=O)(NCCCCCNS(=O)(=O)c1ccc(F)cc1)c1ccc(F)cc1	1	-6	7	3.2%	-23	-5	-2	0.5	-22%
O=S(=O)(NC1C2CC3CC(C2)CC1C3)c1ccccc1 (stereo not given)	0	0	4	-2.2%	-2	-4	-11	2.6	.
Cc1csc(NC(=O)c2ccc(C)c(S(=O)(=O)N3CCOCC3)c2)n1	-5	0	-1	5.4%	7	-3	.	-0.1	-14%
COCCn1c(NC(=S)NC(=O)C23CC4CC(CC(C4)C2)C3)cc(=O)[nH]c1=O	-7	-3	0	0.0%	-20	-5	-28	-0.6	-10%
Cn1c(N=NC(=O)c2ccccc2)c(O)c2ccccc21	-1	-6	4	1.0%	6	-1	-27	0.2	-2%
CCOc1ccc(N2CC(C(=O)OCC(=O)c3ccc(OC)cc3)CC2=O)cc1 (stereo not given)	6	-13	7	2.7%	-7	-5	3	0.0	-1%
COc1ccccc1-c1nnc(SCC(=O)N2CC(C)CC(C)C2)o1 (stereo not given)	-7	0	2	0.3%	-23	4	-7	0.5	5%
CCN(CC)CCCN1C(=O)C(O)=C(C(=O)c2ccc(C)o2)C1c1ccc(C)o1 (stereo not given)	-2	.	1	1.5%	-6	-6	-3	0.4	-9%
O=C(CCc1nnc(C2CCCCC2)o1)NCCCOc1cccnc1	3	-8	1	0.2%	-3	-3	23	0.4	-4%
O=S(=O)(CCN1C=CC(C(F)(F)F)=NCC1)c1ccc(Cl)cc1Cl	5	14	1	-2.1%	1	-1	-3	-1.3	-3%
O=C(O)CCSc1ncnc2sc(-c3ccccc3)cc12	3	12	5	14%	-2	3	-2	0.0	2%
O=C(COc1ccc(Cl)cc1)NNC(=O)c1cccnc1	-1	1	2	2.0%	-6	-4	-2	0.4	-3%
CC(C)C(NC(=O)CCNC(=O)c1ccc(C(C)(C)C)cc1)c1nc2ccccc2[nH]1 (stereo not given)	3	18	1	-0.9%	-1	-6	-8	0.1	.
Cc1c(NC(=O)C23CC4CC(CC(C)(C4)C2)C3)c(=O)n(-c2ccccc2)n1C	-13	-4	3	0.1%	14	-9	-3	-0.3	-8%
CCOc1ccc(C2C(C(=O)Nc3ccccc3OC)=C(C)Nc3c(C(=O)Nc4cccc(C)c4)cnn32)cc1 (stereo not given)	20	-4	1	-0.3%	-28	-6	-15	-0.2	-3%
CCCCN(C)C(=O)c1nc2ccccn2c1CN1CCC[C@H]1CO	-1	.	-3	-1.4%	15	-8	1	-0.2	-5%
Cc1ccccc1C(=O)NC1CCN(CC(=O)NCc2ccccc2)CC1	-2	0	1	1.4%	0	-9	-8	1.0	-10%
O=C(NC1CCCc2ccccc21)c1cccc(S(=O)(=O)N2CCN(c3ccccc3)CC2)c1 (stereo not given)	8	15	8	1.8%	.	-1	-18	-0.7	-6%
COc1ccc(S(=O)(=O)NCC2CCCN(Cc3cn(C)nc3C)C2)cc1 (stereo not given)	4	3	1	-1.0%	12	2	6	-0.7	-2%
CSc1nc2ccc(S(=O)(=O)N3CCCCC3)cc2s1	-8	-12	0	6.8%	.	-2	-1	-0.1	-8%
CCCCN(CC)C(=O)c1ccc2c(c1)OCO2	-5	-6	5	-0.3%	-2	-3	-5	-0.4	?
O=C(O)c1ccc(N2C(=O)CC(N3CCN(c4cccc(C(F)(F)F)c4)CC3)C2=O)cc1 (stereo not given)	3	-15	1	3.1%	9	-3	-9	-0.1	-7%
O=C(Cc1ccc(Br)cc1)N1CCN(c2ccc(F)cc2)CC1	-4	-7	1	0.7%	-9	-2	-18	-0.1	-23%
CC(=O)NCC(=O)NC(Cc1ccccc1)C(N)=O (stereo not given)	1	2	-3	-0.6%	11	-6	7	0.0	-5%
CCOc1ccccc1Nc1ncnc2c1cnn2-c1ccccc1	-5	2	0	0.9%	-13	-10	.	-1.4	-3%

The closing 3 entries of the part before are carried over, then new ones follow:
Molecule	TRHR PAM	D2 PAM	D1 agonist	RXFP1 ag	D1 antagonist	D1 potentiator	RXFP1 antagonist	TRHR ag	Anesthetic bind
O=C(Cc1ccc(Br)cc1)N1CCN(c2ccc(F)cc2)CC1	-4	-7	1	0.7%	-9	-2	-18	-0.1	-23%
CC(=O)NCC(=O)NC(Cc1ccccc1)C(N)=O (stereo not given)	1	2	-3	-0.6%	11	-6	7	0.0	-5%
CCOc1ccccc1Nc1ncnc2c1cnn2-c1ccccc1	-5	2	0	0.9%	-13	-10	.	-1.4	-3%
CCc1ccc2c(c1)C(O)(CC(=O)c1cccs1)C(=O)N2 (stereo not given)	1	-2	-1	5.5%	-14	-2	17	0.3	-8%
O=c1[nH]c2ccccc2n2cnnc12	-3	-2	2	12%	-3	0	16	0.4	-4%
O=c1nc2c(-c3ccc(F)cc3Cl)n[nH]n2c2ccccc12	2	-3	0	0.3%	23	-1	8	-0.4	0%
CCN(CC)C(=O)c1[nH]cnc1C(=O)NC1CCN(C(=O)OC(C)(C)C)CC1	-2	3	1	0.1%	-1	-2	.	0.0	.
CCC1=NN(C(=O)c2cccc(Br)c2)C(O)(c2ccc(Br)cc2)C1 (stereo not given)	14	13	6	-1.8%	-14	-6	-37	-0.1	?
CN1C(=O)c2ccccc2C(C(=O)NCC2CCCO2)C1c1c[nH]c2ccccc12 (stereo not given)	1	4	1	3.2%	0	-8	-6	-0.2	-6%
COc1ccccc1-c1noc2ncnc(Nc3ccc4c(c3)OCO4)c12	2	-13	3	-0.4%	2	-4	.	-0.7	-7%
Cc1ccccc1N(CC(=O)NCCc1ccccc1)C(=O)CCC(=O)Nc1ccccn1	1	-12	1	1.2%	-9	1	-28	-2.8	-10%
O=C(CNc1ccccc1)N/N=C/c1c[nH]c2ccccc12	2	-7	7	-2.7%	-4	1	5	-0.6	-6%
Cc1nc(-c2ccccc2)sc1C(=O)/C=C/c1ccc(Cl)cc1	-3	7	4	0.1%	10	3	-8	1.1	-9%
CN1CC2(C(=O)c3ccccc3)CN(C)CC(C(=O)c3ccccc3)(C1)C2	5	-4	3	2.3%	17	1	-10	-0.1	-6%
CCC(O)(CCN1CCCCC1)c1ccccc1 (stereo not given)	-3	-2	1	-2.1%	16	0	1	0.0	-6%
O=C(Cn1ncc2c3ccccc3n(Cc3ccccc3F)c2c1=O)N1CCCCC1	1	3	1	1.4%	8	5	0	-0.6	?
CCOc1ccccc1NC(=O)CSc1nnc2ccc(-c3ccccn3)nn12	0	19	1	-0.9%	15	-3	4	-0.3	.
Cc1ccc(C2=NN(C3=NN=C(N)Cc4ncnn43)C(O)(C(F)(F)F)C2)cc1 (stereo not given)	-7	-3	3	3.0%	-3	-3	14	-0.3	-7%
C/C(=N\Nc1nc2ccccc2s1)c1ccc(Br)s1	4	-2	2	-0.8%	4	3	-21	-3.5	1%
COc1ccc(NC(=S)NC(C)Cc2cccs2)cc1 (stereo not given)	12	2	2	0.1%	4	-1	13	-0.5	-10%
COc1ccc(S(=O)(=O)N(C)CC(=O)Nc2cccc(C(C)=O)c2)cc1Cl	-4	14	-1	0.9%	-1	-6	-3	-0.8	-23%
COC(=O)C1=C(C)N(Cc2ccccc2)C(=NCCCCO)N[C@H]1CCc1ccccc1	9	-4	0	0.9%	7	-4	.	0.7	-8%
Cc1cc(NC(=O)CN2C(=O)NC3(CCC(C)CC3)C2=O)no1 (stereo not given)	-4	-7	1	-0.1%	-18	-7	19	-0.2	2%
CCc1ccc(C(=O)NNC(=O)CCC2CCCCC2)cc1	0	-2	-2	1.8%	4	2	-6	-1.6	-9%
CN(CC(=O)NCc1ccncc1)S(=O)(=O)c1cc(Cl)ccc1Cl	2	15	0	0.8%	11	-2	-10	0.2	0%
O=[N+]([O-])c1cc2c(c(CSc3ncccn3)c1)OCOC2	-2	-6	3	14µM*	-5	-2	11	-0.4	-17%

6 entries already listed, arranged by the number in TRHR PAM, largest number first:
Structure | TRHR PAM | D2 PAM | D1 agonist | RXFP1 ag | D1 antagonist | D1 potentiator | RXFP1 antagonist | TRHR ag
CCC1=NN(C(=O)c2cccc(Br)c2)C(O)(c2ccc(Br)cc2)C1 (stereo not given) | 14 | 13 | 6 | -1.8% | -14 | -6 | -37 | -0.1
COc1ccc(NC(=S)NC(C)Cc2cccs2)cc1 (stereo not given) | 12 | 2 | 2 | 0.1% | 4 | -1 | 13 | -0.5
CN1CC2(C(=O)c3ccccc3)CN(C)CC(C(=O)c3ccccc3)(C1)C2 | 5 | -4 | 3 | 2.3% | 17 | 1 | -10 | -0.1
C/C(=N\Nc1nc2ccccc2s1)c1ccc(Br)s1 | 4 | -2 | 2 | -0.8% | 4 | 3 | -21 | -3.5
O=C(CNc1ccccc1)N/N=C/c1c[nH]c2ccccc12 | 2 | -7 | 7 | -2.7% | -4 | 1 | 5 | -0.6
CCC(O)(CCN1CCCCC1)c1ccccc1 (stereo not given) | -3 | -2 | 1 | -2.1% | 16 | 0 | 1 | 0.0

Printed as active in RXFP1 ag, among the entries above:
SMILES | TRHR PAM | D2 PAM | D1 agonist | RXFP1 ag | D1 antagonist | D1 potentiator | RXFP1 antagonist | TRHR ag
O=[N+]([O-])c1cc2c(c(CSc3ncccn3)c1)OCOC2 | -2 | -6 | 3 | 14µM* | -5 | -2 | 11 | -0.4
